# TDP1 inh: TDP1 (human) enzyme inhibition. Potency, µM (series often up to 130 µM), inactives show top-dose activity change, negative = inhibition, usual class: inhibitors. Q9NUW8. 0.28% of 350,000 active. recombinant TDP1, AlphaScreen DNA substrate cleavage; further: nearly all actives have a fitted effect of over 40% in size
# Target sequence (Q9NUW8 whole entry, looked up): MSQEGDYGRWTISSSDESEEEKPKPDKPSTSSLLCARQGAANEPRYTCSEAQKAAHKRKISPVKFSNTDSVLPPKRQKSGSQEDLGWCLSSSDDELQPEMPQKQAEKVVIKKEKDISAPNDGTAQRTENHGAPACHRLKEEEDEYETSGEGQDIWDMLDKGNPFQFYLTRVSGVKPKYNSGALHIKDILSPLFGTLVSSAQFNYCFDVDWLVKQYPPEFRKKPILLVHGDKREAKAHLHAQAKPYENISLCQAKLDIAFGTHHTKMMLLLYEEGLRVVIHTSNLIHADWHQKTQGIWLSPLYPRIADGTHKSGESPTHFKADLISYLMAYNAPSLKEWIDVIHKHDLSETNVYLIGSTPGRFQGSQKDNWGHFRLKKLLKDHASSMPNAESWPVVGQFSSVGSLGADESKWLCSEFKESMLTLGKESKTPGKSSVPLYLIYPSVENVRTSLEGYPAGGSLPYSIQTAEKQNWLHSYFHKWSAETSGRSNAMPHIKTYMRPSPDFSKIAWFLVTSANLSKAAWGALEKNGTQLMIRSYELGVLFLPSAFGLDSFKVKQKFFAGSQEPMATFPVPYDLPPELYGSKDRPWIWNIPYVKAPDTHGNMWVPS
#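 Tdp1 1 nM final; 15 min RT w/ cpd; substrate 15 nM, 5 min; beads 10 ug/ml, 10 min; AlphaScreen read. Neg ctrl: no enzyme.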
# TDP1 cell noCPT: qHTS for Inhibitors of human tyrosyl-DNA phosphodiesterase 1 (TDP1): qHTS in cells in absence of CPT; DT40 Tdp1-/- hTDP1 cells, no CPT, ATP luminescence, 48 h; Potency, µM (top dose mostly 46.2 µM), without a hit: at the top dose activity change, negative = growth inhibition, actives largely listed as inhibitors; 15% of 420,000 active; further: nearly all actives have a fitted effect of over 55% in size
#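 Stably hTDP1-transfected Tdp1-null chicken DT40 cells were treated with library compounds minus camptothecin and grown for at least 48 hr at 37 °C, after which cellular ATP was quantified by luminescence.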
# DT40 TDP1 CPT: growth inhibition of DT40 Tdp1-/-;hTDP1 cells with camptothecin (screen for TDP1 inhibitors) | Potency, µM (top dose mostly 46.2 µM), without a hit: at the highest dose activity change, negative = growth inhibition, hits mostly inhibitors | AID 686979 | chicken DT40 Tdp1-/-;hTDP1 cells + 20 nM CPT, ATP luminescence, 48 h | 12% of 420,000 active; further: nearly all actives have a fitted effect of over 55% in size
#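 Cell growth measured by CellTiter-Glo luminescence after a minimum 48 h, 37 C compound exposure with 20 nM CPT in Tdp1-knockout DT40 cells stably expressing hTDP1, seeded 400/well; qHTS titration format.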
# Numbers without * were called inactive; ? = inconclusive; . = not tested or not shown; & = joins results of further samples; [ ] = another dose, or the depositor's remark. The call rests on the fitted dose curve; in most records, active means well fitted curve in the direction sought with a large enough effect; inconclusive means small, poorly fitted or top-dose-only effect, or another doubt; inactive means no such curve, though single readings can be large; an effect the other way counts as inactive or inconclusive. On the % scale 0 is the no-effect control and ±100 the full control effect; potency means the concentration at half of the fitted maximal effect.
SMILES,TDP1 inh,TDP1 cell noCPT,DT40 TDP1 CPT
OC(CCN1CCCCC1)c1ccc(-c2ccccc2)cc1 (stereo not given),.,-17%,-29%
O=C(NCc1cccc(C(F)(F)F)c1)c1ccc2sc(COCCO)nc2c1,.,?,?
CCn1c(CNc2ccc(F)cc2)nnc1SCC(=O)N1CCCc2ccccc21,3%,?,-26%
CCOc1cc(N2CCOCC2)c(OCC)cc1NC(=O)c1cc(C)cc(C)c1,3%,12µM*,13µM*
Cc1cn([C@H]2C[C@H](O)[C@@H](CNCc3cc(Br)ccc3OCc3ccccc3)O2)c(=O)[nH]c1=O,.,?,?
CCNC(=O)C1(C)CCN1C(=O)CCc1cccc(Cl)c1 (stereo not given),.,-28%,-35%
O=c1c2cc(NC(=S)N3CCC(N4CCCCC4)CC3)ccc2nc2n1CCCCC2,3%,-4%,5%
Cc1cc(C)cc(-n2nnc(C(=O)NCc3ccccc3)c2N)c1,3%,2%,-1%
CCOC(=O)[C@]12CCC=C1N(Cc1cccc3ccccc13)C(=O)[C@H](CC(=O)NCCCOC)C2,.,15µM*,18µM*
CCC(=O)OCC(=O)N=c1sccn1Cc1ccc(C)cc1,4%,-5%,-11%
O=C(Nc1ccc(-c2ccco2)cc1)C1CCCN(Cc2ccc(CO)o2)C1 (stereo not given),3%[56.1 µM],?,?
c1ccc(-c2nccc(-c3ccc4c(c3)OCO4)n2)cc1,-1%,-15%,-6%

# Seven compounds from above, ordered by molar mass, high to low.
SMILES,TDP1 inh,TDP1 cell noCPT,DT40 TDP1 CPT
Cc1cn([C@H]2C[C@H](O)[C@@H](CNCc3cc(Br)ccc3OCc3ccccc3)O2)c(=O)[nH]c1=O,.,?,?
CCOc1cc(N2CCOCC2)c(OCC)cc1NC(=O)c1cc(C)cc(C)c1,3%,12µM*,13µM*
O=C(Nc1ccc(-c2ccco2)cc1)C1CCCN(Cc2ccc(CO)o2)C1 (stereo not given),3%[56.1 µM],?,?
Cc1cc(C)cc(-n2nnc(C(=O)NCc3ccccc3)c2N)c1,3%,2%,-1%
CCC(=O)OCC(=O)N=c1sccn1Cc1ccc(C)cc1,4%,-5%,-11%
OC(CCN1CCCCC1)c1ccc(-c2ccccc2)cc1 (stereo not given),.,-17%,-29%
c1ccc(-c2nccc(-c3ccc4c(c3)OCO4)n2)cc1,-1%,-15%,-6%

# Results in DT40 TDP1 CPT (3 entries from above):
SMILES,DT40 TDP1 CPT
CCC(=O)OCC(=O)N=c1sccn1Cc1ccc(C)cc1,-11%
O=C(Nc1ccc(-c2ccco2)cc1)C1CCCN(Cc2ccc(CO)o2)C1 (stereo not given),?
c1ccc(-c2nccc(-c3ccc4c(c3)OCO4)n2)cc1,-6%

# The results go on:
SMILES,TDP1 inh,TDP1 cell noCPT,DT40 TDP1 CPT
CCn1nc2cc(C(=O)NCc3cc(C(F)(F)F)cc(C(F)(F)F)c3)ccc2c1OC,-3%,-4%,-19%
COc1cccc(-n2nnc3c(=O)n(CC(=O)N4CCC(C)CC4)cnc32)c1,0%,-16%,-23%
CC(C)(C)C1CCc2c(sc(NC(=O)c3cccc(Cl)c3)c2C(=O)NCc2ccco2)C1 (stereo not given),.,2%,-24%
Cn1cnc2c(=O)oc3ccc(S(=O)(=O)N4CCN(c5ccccc5)CC4)cc3c21,5%,-7%,-1%
CCC1=NN(C(=O)C(=O)Nc2ccccc2OC)C(O)(C(F)(F)F)C1 (stereo not given),4%,?,-7%
O=C(O)C1OC(Oc2cc3oc(-c4ccccc4)cc(=O)c3c(O)c2O)C(O)C(O)C1O (stereo not given),5%,?,23µM*
Cn1nc(-c2ccc(Cl)cc2)c2cc(C(=O)N3CCOCC3)sc21,1%,21µM*,?
CCCCN(CCCC)CCNC(=O)Cn1nc(CC)n2c(cc3sc(C)cc32)c1=O,-2%,16µM*,15µM*
COc1ccc2ccccc2c1CNC(C)c1ccccc1 (stereo not given),.,10µM*,7.3µM*
CC(C)COc1ccc(C(=O)OCC(=O)N(C)CC(=O)Nc2ccc(F)cc2)cc1,-8%[0.505 µM],-19%,-24%
Cc1ccc(/C=N/NC(=O)CNC(=O)c2ccc(C)c([N+](=O)[O-])c2)o1,0%,-3%,-12%
O=C1CSC(=S)N1CC1CCCO1 (stereo not given),5%,?,-21%
Cc1cccc(S(=O)(=O)NC(=O)C2(C)CCN2C(=O)Cc2cc(F)ccc2F)c1 (stereo not given),.,-8%,-11%
COc1ccc(N=c2scc(-c3ccc(OC)cc3)n2CCO)cc1,10%,9.2µM*,21µM*
CCCCN(C)CCn1c(=S)[nH]c2ccc(N3CCOCC3)cc2c1=O,9%,?,?
CCCC(=O)N1c2ccccc2C(N(C(C)=O)c2ccccc2)CC1C (stereo not given),4%,?,23µM*
CN(Cc1cn(Cc2cccc(C(F)(F)F)c2)nn1)C1CN(Cc2cn(Cc3cccc(C(F)(F)F)c3)nn2)S(=O)(=O)C1 (stereo not given),.,13µM*,13µM*
CCO[C@H]1OC(C(=O)NCc2nc3ccccc3[nH]2)=C[C@@H](c2ccccc2)[C@@H]1CCCO,5%,?,?
Cc1ccc(Sc2ccc(CO)cc2[N+](=O)[O-])cc1,6%,?,13%
O=C(COC(=O)/C=C/c1ccc2ccccc2n1)NNC(=O)c1ccc([N+](=O)[O-])cc1,-1%,-9%,10%
O=C(Nc1ccc(S(=O)(=O)NCCc2ccccc2)cc1)c1ccco1,9%,?,-27%
Cc1ccc(N(C)C(=O)N2CCN(S(=O)(=O)c3ccc4ccccc4c3)CC2)cc1,7%,-13%,-26%
C=CCNc1ncnc2c1ncn2[C@H]1CN(Cc2cccs2)C[C@@H](CO)O1,.,-11%,?
Cc1ccc(OC(=O)c2cc(C)nn2C(C)(C)C)cc1,-2%,?,?
O=C(c1cccc(Cl)c1)N1CCC(=O)N([C@H](COCc2ccccc2)Cc2ccccc2)CC1,.,18µM*,?
COc1ccc(NC(=S)N(CCc2c(C)[nH]c3ccc(C)cc23)Cc2ccco2)cc1,8%,?,?
O=C(c1ccc(NC(=O)C(c2ccccc2)c2ccccc2)cc1)c1ccc(C(=O)O)c(C(=O)O)c1,.,-11%,9%
Cc1cc(C)cc(C(=O)NCCC(=O)N2CCC3(CC2)NCCc2[nH]cnc23)c1,4%,2%,-7%
COc1ccc(Cn2c(=N)c(C(=O)NC3CCCCC3)cc3c(=O)n4ccccc4nc32)cc1,1%,8.2µM*,18µM*
CSc1nc(N)c(NC(=O)c2ccc(Br)o2)c(=O)[nH]1,4%,?,-12%
Cc1ccc(Cl)cc1N1CCN(C(=O)Cc2cn(C)c3ccccc23)CC1,5%,?,?
COCCNCCCCOc1ccc(Br)cc1C,-6%,23µM*,?
CCC(CC)C(=O)Nc1ccc(OCc2cc(=O)n3ccc(C)cc3n2)cc1,5%,-15%,-4%
Cc1[nH]c2ccccc2c1/C=N/NC(=O)c1cccs1,-3%,-7%,?
CCCCc1nn2c(=O)cc(COC(=O)c3cccc(NC(=O)c4cccs4)c3)nc2s1,9%,-25%,-7%
N#CC1=C(N)Oc2cc(O)ccc2C1c1cccs1 (stereo not given),5%,?,?
O=C(Nc1ccc(Cl)cc1)/C(=C/c1cccc(O)c1)c1nc2ccccc2s1,2%,4.6µM*,5.2µM*
COc1cccc(Cn2c(CNC(=O)CCc3ccccc3)nc3cccnc32)c1,8%,?,?
COc1cccc(Cn2c(=O)c(-c3cc(F)cc(F)c3)nc3cnc(OC)nc32)c1,.,0.12µM*,?
CC(C(=O)c1ccccc1)C(O)c1ccccn1 (stereo not given),.,?,-13%
CCN(CC)CCN(C(=O)c1ccc2c(c1)CCCC2)c1nc2cc(OC)c(OC)cc2s1,11%,-25%,23µM*
Cc1ccc(-c2nn(-c3ccccc3)cc2CO)cc1,.,4%,13%
NC(=O)NC(=O)c1nccnc1C(=O)O,-3%,-20%,-1%
COc1ccc(-c2c(C)oc3c(CN4CCN(CCO)CC4)c(O)ccc3c2=O)cc1OC,1%,-4%,-11%
O=C(COC(=O)c1cccs1)Nc1ccccc1,-2%,-9%,-6%
CC(C)CCNC(=O)CSc1nc2ccsc2c(=O)n1NC(=O)c1ccccc1,1%,6%,1%
CCCCCc1c(C)nc(Nc2nc(C)c3cc(OC)ccc3n2)[nH]c1=O,4%,16µM*,13µM*
CCOC(=O)c1c(C)[nH]c(C)c1S(=O)(=O)NCCc1ccc(SC)cc1,6%,?,?
Cc1ccc(C(=O)OCC(=O)NCCNC(=O)COC(=O)c2ccc(C)s2)s1,-13%,-10%,-12%
O=c1[nH]c(=O)c2[nH]c(=O)[nH]c2[nH]1,.,2%&-3%,-12%&-3%
COCC1CCN(Cc2cn(Cc3ccccc3)nc2-c2cc3ccccc3o2)CC1,-2%,-25%,?
Cc1c(C(=O)NCc2ccc(F)cc2)c(-c2ccccc2)nn1-c1ccccc1,1%,?,?
COc1ccc(CN2C(=O)CC(C(=O)NCCc3ccc(S(N)(=O)=O)cc3)SC2=Nc2ccccc2)cc1 (stereo not given),-1%,?,?
COc1ccc(C)cc1NC(=O)COC(=O)c1ccccc1SCC(=O)N1CCCC1,.,?,?
CC(C)CCN(C(=O)C1CCCC1)c1c(N)n(Cc2ccccc2)c(=O)[nH]c1=O,.,7%,-20%
Cc1noc(C)c1-c1nc(Nc2ccc(F)cc2)c2ccccc2n1,.,2%,-16%
CC(Oc1ccc2c(c1)oc(=O)c1ccccc12)C(=O)NC(Cc1c[nH]c2ccc(O)cc12)C(=O)O (stereo not given),.,-8%,17%
CCOC(=O)C1=C(c2ccccc2)Nc2ncnn2C1c1ccc(C(=O)O)cc1 (stereo not given),4%,-7%,-22%
O=C(O)c1ccc(NC(=O)c2ccc(COc3ccc(Cl)cc3)o2)cc1,.,-13%,-22%
COc1ccc(Cc2nnc(NC(=O)C3CC(=O)N(c4ccccc4)C3)s2)cc1OC (stereo not given),.,-19%,-1%
# The list continues:
SMILES,TDP1 inh,TDP1 cell noCPT,DT40 TDP1 CPT
CC(C)[C@@H]1NC(=O)c2cc([N+](=O)[O-])cc(I)c2NCCC[C@@H](C(=O)NC(CC(=O)O)C(N)=O)NC(=O)[C@H](CO)NC1=O (stereo not given in full),3%,5%,-22%
CCCn1c(SCC(=O)Nc2sc(C)c(C)c2C(=O)OCC)nc2c1c(=O)n(C)c(=O)n2C,-14%,-29%,?
COc1cccc(NC(=S)C(C#N)=C2N(C)c3ccccc3N2C)c1,3%,4%,3%
Cc1ccc(C)c(CN2C(=O)c3ccccc3S(=O)(=O)c3ccc(C(=O)NCCc4ccc(Cl)cc4)cc32)c1,3%,-12%,-9%
CC(CCc1ccccc1)NC(=O)COC(=O)c1ccc(NC(=O)CC#N)cc1 (stereo not given),.,-7%,1%
O=C(Nc1ccc(OC(F)(F)F)cc1)c1cc2ccccn2n1,3%,?,-29%
N[C@@H](Cn1cc(I)c(=O)n(Cc2ccc(C(=O)O)cc2)c1=O)C(=O)O,7%[56.1 µM],2%,2%
Cc1cc(C)c(C#N)c(SCC(=O)c2ccc(Cl)cc2Cl)n1,3%,16µM*,?
NC(=S)N=Nc1c(O)n(CCCl)c2ccc(Br)cc12,3%,23µM*,16µM*
Fc1ccc(Cn2nnnc2C(c2ccc(Cl)cc2)N2CCSCC2)cc1 (stereo not given),10%,-21%,-11%
O=C(NCCc1csc(-c2cccnc2)n1)c1ccco1,2%,-15%,-2%
COc1ccc(OCCSCc2nnc(NC(=O)Nc3ccc(Cl)cc3)s2)cc1,5%,?,-30%

# No new results follow: an excerpt of the list.
SMILES,TDP1 inh,TDP1 cell noCPT,DT40 TDP1 CPT
Fc1ccc(Cn2nnnc2C(c2ccc(Cl)cc2)N2CCSCC2)cc1 (stereo not given),10%,-21%,-11%
O=C(NCCc1csc(-c2cccnc2)n1)c1ccco1,2%,-15%,-2%
COc1ccc(OCCSCc2nnc(NC(=O)Nc3ccc(Cl)cc3)s2)cc1,5%,?,-30%

# Later entries:
SMILES,TDP1 inh,TDP1 cell noCPT,DT40 TDP1 CPT
CCSc1oc(-c2ccccc2)nc1S(=O)(=O)c1ccccc1,5%,-15%,-29%
COc1cc(NC(=O)CSc2nnc(Cn3nnc4ccccc43)n2C)cc(OC)c1,-6%[56.1 µM],-1%,1%
O=C(COc1ccc(F)cc1Br)NCC1(N2CCCCC2)CCCCC1,-1%,?,?
CN(C)C(=O)/C(C#N)=C\c1cc(Br)c(Sc2ccc(Cl)cc2)o1,3%,15µM*,?

# High-throughput results deposited in PubChem BioAssay by National Center for Advancing Translational Sciences (NCATS).
